# Compound activity from PubChem BioAssay.
# PTHR1 agonist: qHTS for PTHR1 Agonists: Primary Screen | HEK293 GP2 PTHR1 cells, GloSensor cAMP luminescence, 1 h | Potency, µM (series often up to 115 µM), for inactives: at the highest dose activation, actives largely listed as activators | 0.075% of 410,000 active | AID 743266, 2014; further: potency means the concentration at half of the fitted maximal effect; nearly all actives have a fitted effect of over 55% in size; some results filed as inactive show a strong effect at the top dose; inactives centre near -15; many of its hits are not listed in these tables
# Target sequence (Q03431 whole entry, looked up): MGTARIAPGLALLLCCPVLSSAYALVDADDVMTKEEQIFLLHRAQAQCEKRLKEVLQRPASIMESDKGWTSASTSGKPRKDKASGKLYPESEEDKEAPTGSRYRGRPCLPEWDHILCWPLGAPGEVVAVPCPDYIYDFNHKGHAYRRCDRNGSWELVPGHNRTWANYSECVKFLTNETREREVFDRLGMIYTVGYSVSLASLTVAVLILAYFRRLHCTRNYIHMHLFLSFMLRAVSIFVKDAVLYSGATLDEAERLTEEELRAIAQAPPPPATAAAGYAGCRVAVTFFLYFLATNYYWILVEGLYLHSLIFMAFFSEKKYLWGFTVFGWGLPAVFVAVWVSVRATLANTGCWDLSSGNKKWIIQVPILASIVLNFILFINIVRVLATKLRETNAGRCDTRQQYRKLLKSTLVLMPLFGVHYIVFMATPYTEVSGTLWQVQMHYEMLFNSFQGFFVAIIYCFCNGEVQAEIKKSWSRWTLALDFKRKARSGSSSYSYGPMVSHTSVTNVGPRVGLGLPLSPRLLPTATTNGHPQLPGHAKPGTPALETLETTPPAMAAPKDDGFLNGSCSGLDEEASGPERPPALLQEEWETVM
#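 HEK-293-derived GP2 cells expressing PTHR1 and a GloSensor cAMP reporter, 3,000/well, plated overnight, given luciferin plus IBMX (each 0.5 mM as added) for 1 h at 37 °C, then compound for 1 h at 37 °C. Luminescence was read after 15 min at room temperature.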
# EPAC2 agonist: qHTS for Agonist of cAMP-regulated guanine nucleotide exchange factor 4 (EPAC2): primary screen; EPAC2 activation, biochemical qHTS; response scale: 100% = 6.5 mM cAMP response; 0.079% of 360,000 active; Potency, µM (top dose mostly 154 µM), inactives show at the top dose activation, most hits filed as activators; further: potency means the concentration at half of the fitted maximal effect; nearly all actives have a fitted effect of over 50% in size
#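 EPAC2 (100 nM) mixed with Rap1B loaded with BODIPY-GDP (250 nM) plus 50 uM unlabeled GDP; compounds pinned in, 5 min RT, then read every 5 min for 30 min (ex 480, em 540 nm). Normalized to cAMP control.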
# Mm-Cpn inhibitor: Inhibitors of TCP-1 ring complex (TRiC) of Methanococcus maripaludis (MmCpn): qHTS. AID 504842, 2011. purified Mm-Cpn ATPase, ADP Transcreener TR-FRET. 0.031% of 330,000 active. Potency, µM (top dose mostly 76.9 µM), without a hit: at the top dose activity, negative = inhibition, hits mostly inhibitors; further: potency means the concentration at half of the fitted maximal effect; on the % scale 0 is the no-effect control and ±100 the full control effect; nearly all actives have a fitted effect of over 80% in size
#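 Reaction buffer contained 30 mM Tris pH 7.4, 100 mM KCl, 5 mM MgCl2 and 1 mM DTT. Mm-CPN (25 nM final) hydrolysed 10 uM ATP over 30 min at 37°C; ADP was read by HTRF.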
# EPAC2 antagonist: qHTS for Antagonist of cAMP-regulated guanine nucleotide exchange factor 2 (EPAC2): primary screen; Rap guanine nucleotide exchange factor 4 (Homo sapiens), Q8WZA2; EPAC2 GEF exchange of Rap1B-BODIPY-GDP, fluorescence; Potency, µM (titrated, usually from 114 µM), for the others: at the highest dose activity, negative = inhibition, most hits filed as inhibitors; 0.18% of 360,000 active; AID 720708, 2013; further: potency means the concentration at half of the fitted maximal effect; on the % scale 0 is the no-effect control and ±100 the full control effect; nearly all actives have a fitted effect of over 45% in size; many of its hits are not listed in these tables
# CCT modulator: High-Throughput Screening for Modulators of Cytosolic Chaperonin Activity; purified chaperonin ATPase assay, HTRF ADP detection, 30 min; activity change, % (test concentration not listed), hits read low; 0.3% of 360,000 active; AID 651819, 2012; in the data active means activity change below about -30%; further: on the % scale 0 is the no-effect control and ±100 the full control effect
#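 TRiC at 40 or 20 nM final (batch-dependent) in 30 mM Tris pH 7.4, 100 mM KCl, 5 mM MgCl2, 1 mM DTT, with compound at single 76 uM and 10 uM ATP, 30 min at 37 deg C. ADP detected by HTRF Transcreener, 665/615 ratio.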
# Akt phos inh: HTS Assay for Inhibitors of Akt Phophorylation: Primary Screen. Neuro2A IGF-stimulated pAkt S473 HTRF, 20 min; hits give low values. activity change, % for hits at 50 µM. 0.32% of 360,000 active. AID 651550, 2012; in the data active means activity change below about -80%; inconclusive means mostly about -51% to -80%; further: on the % scale 0 is the no-effect control and ±100 the full control effect
#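 Single-point screen (50 µM final compound) in Neuro2A cells stimulated 20 min with 6 nM IGF at 37 deg C. After lysis, Ser473-phosphorylated Akt read by HTRF (ex 330 nm, em 615/665 nm) as the 665/615 ratio.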
# D3 ag: qHTS of D3 Dopamine Receptor Agonist: qHTS | D(3) dopamine receptor (Homo sapiens), P35462 | D3R DiscoveRx beta-arrestin cells, luminescence, 90 min | 0.58% of 410,000 active | max activation, % | AID 652048, 2013; in the data active means max activation above about 30%; further: 0% is about no effect; mostly tested at two doses, the higher about 12 µM
# Target sequence (P35462 whole entry, looked up): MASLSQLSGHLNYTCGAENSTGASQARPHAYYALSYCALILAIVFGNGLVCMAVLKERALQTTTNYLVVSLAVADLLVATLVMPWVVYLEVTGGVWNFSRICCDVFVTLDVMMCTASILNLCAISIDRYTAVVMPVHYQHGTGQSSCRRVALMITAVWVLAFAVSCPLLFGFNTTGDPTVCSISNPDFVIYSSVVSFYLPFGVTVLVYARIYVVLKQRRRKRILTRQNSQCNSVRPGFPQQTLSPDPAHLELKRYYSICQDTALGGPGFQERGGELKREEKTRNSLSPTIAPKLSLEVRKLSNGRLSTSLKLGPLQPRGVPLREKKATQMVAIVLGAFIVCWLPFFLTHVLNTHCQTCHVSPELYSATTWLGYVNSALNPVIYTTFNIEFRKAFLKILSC
#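 Agonist mode: compounds and dopamine controls were applied to plated cells for 90 min at 37 degrees C after an overnight attachment at 1500 cells/well. Luminescent read-out followed 30 - 60 minutes at room temperature with DiscoveRx detection reagent.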
# D3 antag: qHTS of D3 Dopamine Receptor Antagonist: qHTS. D3R cells, DiscoveRx beta-arrestin luminescence, antagonist mode; hits give low values. max response, negative = inhibition, %. 2.5% of 360,000 active. AID 652054, 2013; in the data active means max response below about -50%; inconclusive means no clear call, values can overlap the other calls; further: on the % scale 0 is the no-effect control and ±100 the full control effect; mostly tested at two doses, the higher about 12 µM
#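 Cells expressing the human receptor were seeded at 1500 cells/well, incubated overnight at 37 degrees C in 5% CO2, then exposed to library compounds with dopamine controls for 90 minutes at 37 degrees C before luminescent detection.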
# An asterisk follows results filed as active; i = inactive; ? = inconclusive; . = not tested or not shown; & = joins results of further samples; [ ] = another dose, or the depositor's remark. Unless noted, the call rests on the fitted dose curve; in most records, active means well fitted curve in the direction sought with a large enough effect; inconclusive means small, poorly fitted or top-dose-only effect, or another doubt; inactive means no such curve, though single readings can be large; an effect the other way counts as inactive or inconclusive. This is a subset, so the mix of outcomes need not match the whole.
Compound,Mm-Cpn inhibitor,Akt phos inh,D3 antag,D3 ag,PTHR1 agonist,EPAC2 antagonist,EPAC2 agonist,CCT modulator
C[C@@H]1O[C@@H](O[C@@H]2C=C3CCC4C(CC[C@]5(C)[C@@H](c6ccc(=O)oc6)CC[C@]45O)[C@@]3(C)CC2)[C@H](O)[C@H](O)[C@H]1O (some centres not stated),-8%,i,130,16,-25%,7%,7%,-4.0
O=C1C=C2C=C[C@@H]3CC2(O1)[C@H]1CCCCN31,0%,i,-12,-2,i,13%,2%,-1.6
Cc1ccc(C(=O)Nc2ccc(-n3ccnc3P(=O)(O)c3ccccc3)cc2)cc1,.,i,46,5,-4%,-6%,-2%,-1.5
CNC(=O)N(C)c1ccc(C(O)(C(=O)OC)C(F)(F)F)cc1 (configuration not stated),2%,i,22,2,-4%,-3%,5%,1.8
O=P1(Oc2ccccc2)C[C@@H](O)[C@@H](O)[C@H](COCc2ccccc2)O1 (some centres not stated),1%,i,-7,12,i,6%,2%,-0.1
COc1cc2c(C(=O)O)c(C)n(C)c2cc1Br,-1%,i,2,2,i,-6%,2%,-2.1
N#CC[N+]1(CCCNP2(=O)C=C(c3ccccc3)OC(c3ccccc3)=C2)CCOCC1,5%,i,-25,-16,28%,1%,9%,-2.7
CC(=O)OC1C2(CC3N4C(=O)C5(CO)SSC4(CC31O)C(=O)N5C)OC(C)C(C)(C)C2=O (configuration not stated),.,i,-98*,-51,-34%,0%,-4%,2.6
C/C(=N\NC(=O)c1ccccc1)c1c(O)n(Cc2ccccc2)c(=O)[nH]c1=O,-1%,i,7,22,-14%,3%,-1%,-2.3
Cc1ccc(S(=O)(=O)NCC2CCC(C(=O)N3CCC4(CC3)OCCO4)CC2)cc1 (configuration not stated),1%,i,?,1,-21%[57.5 µM],-1%,6%,-0.3
C/C(=N\NC(=O)c1ccccc1O)c1c(O)n(Cc2ccccc2)c(=O)[nH]c1=O,-1%,i,13,-5,i,-12%,-1%,1.1
COc1ccccc1CCNCc1ccc(OC)c(OC)c1OC,-3%,i,-8,-12,-20%,0%,10%,-0.5
COc1ccccc1N1C(=O)NC(=O)C2(Cc3cc(C)ccc3N(C)C2)C1=O (configuration not stated),0%,i,-28,-8,22%[57.5 µM],15%,-1%,2.8
COC(=O)C1=C(c2cccc(C#N)c2)C[C@@H]2CC[C@H]1N2C(=O)NCc1ccc(F)cc1,-2%,i,28,2,i,4%,10%,-1.0
COc1ccc(-c2[nH]ncc2CNC(C)Cc2ccsc2)c(F)c1 (configuration not stated),-2%,i,-7,0,-21%,-4%,4%,1.3
Cc1ccc(-n2nc(C)cc2NC(=O)COc2cc(C)cc3oc(=O)c4c(c23)CCC4)cc1,0%,i,35,-3,-10%[57.5 µM],2%,1%,2.8
O=C(CCCC1=NS(=O)(=O)c2ccccc2N1)N1CCC2(CC1)OCCO2,1%,i,-20,-9,i,10%,2%,2.7
CCCCc1cc(=O)oc2cc(OCC(=O)N3C[C@H]4C[C@@H](C3)c3cccc(=O)n3C4)c(Cl)cc12,1%,i,-8,-20,-3%,-17%,1%,0.2
Cc1cc(C)c(NC2=NCCS2)cc1C,.,i,-16,-3,i,-4%,2%,-0.4
CCOS(C)(=O)=O,-4%,i,-7,-17,-8%,0%,0%,0.6
CC(C)OS(C)(=O)=O,0%,i,16,23,0%,-10%,2%,0.0
CCN1C(=O)CC(=O)N(CC)C1=S,.,i,-5,5,i,-6%,-12%,1.5
CCCCCCCCCCCCCCCC[n+]1ccccc1,.,i,?,.,-92%[inhibitor],?,7%&13%,1.5&-3.6
CC(C)C(=O)Nc1nnc(CCN(CCc2nnc(NC(=O)C(C)C)s2)[N+](=O)[O-])s1,0%,i,7,1,i,1%,6%,0.0
CC(C)CC(NC(=O)CCCNC(=O)CCC(=O)OC1O[C@H]2OC3(C)CC[C@H]4[C@H](C)CCC(C1C)C24OO3)C(=O)O (some centres not stated),-1%,i,-10,5,-2%,-1%,8%,0.9
COc1ccc(OC(=O)N(C)C[C@@H]2OCc3ccccc3-c3c(n(C)c4ccccc34)C(=O)N([C@H](C)CO)C[C@@H]2C)cc1,.,i,0,-14,-16%,-2%,?,-3.5
COC(=O)C1=C(c2ccc(-c3ccccc3)c(F)c2)C[C@@H]2CC[C@H]1N2C(=O)NC1CC1,0%,i,11,1,-35%[inhibitor],-12%,3%,-3.1
COc1ccc(CC2(CCc3ccncc3)C(=O)NC(=O)NC2=O)c(OC)c1,4%,i,?,-7,i,0%,-1%,4.4
Cc1cccc(OP(=O)(Oc2ccccc2)OC(c2ccccc2)C(F)(F)F)c1 (configuration not stated),0%,i,60,13,-26%,-4%,-16%,-0.7
CCOc1ccc(-c2cc(C)[n+](CCN3CCOCC3)c(-c3ccc(OCC)cc3)c2)cc1,-4%,i,2,-7,i,16%,3%,1.3
CC(C)CCOP(=O)(c1ccc(N(C)C)cc1)C(O)c1c(Cl)cccc1Cl (configuration not stated),-4%,i,-19,-5,-28%,?,3%,-0.3
COC(=O)C1=C(c2cccc(C#N)c2)C[C@@H]2CC[C@H]1N2C(=O)NC(C)C,-2%,i,18,20,i,6%,3%,-3.0
COC(=O)C1=C(N)Oc2cc(C)oc(=O)c2C12C(=O)Nc1ccccc12 (configuration not stated),0%,i,-6,-6,i,-3%,0%,3.2
O=C(Cc1ccccc1)N1CCN(Cc2ccc(Cl)cc2)CC1,.,i,2,-11,-34%[inhibitor],3%,-4%,1.4
CSc1ncc(CN2CCCC(C(=O)c3cccc(Cl)c3)C2)cn1 (configuration not stated),2%,i,-8,-15,-3%,2%,5%,-0.9
Cc1cc(S(=O)(=O)NC(C)C)ccc1OCC(=O)N1CCN(Cc2ccc3c(c2)OCO3)CC1,-1%,i,-10,6,-18%[57.5 µM],-5%,10%,-2.2

# Quoted at random: two entries already listed
Compound,Mm-Cpn inhibitor,Akt phos inh,D3 antag,D3 ag,PTHR1 agonist,EPAC2 antagonist,EPAC2 agonist,CCT modulator
O=C(Cc1ccccc1)N1CCN(Cc2ccc(Cl)cc2)CC1,.,i,2,-11,-34%[inhibitor],3%,-4%,1.4
CCOc1ccc(-c2cc(C)[n+](CCN3CCOCC3)c(-c3ccc(OCC)cc3)c2)cc1,-4%,i,2,-7,i,16%,3%,1.3

# Going on with the list.
Compound,Mm-Cpn inhibitor,Akt phos inh,D3 antag,D3 ag,PTHR1 agonist,EPAC2 antagonist,EPAC2 agonist,CCT modulator
CCOC(=O)N(C)c1ccc(C(O)(C(=O)OC)C(F)(F)F)cc1 (configuration not stated),2%,i,11,3,-14%[57.5 µM],5%,3%,-2.6
CN1CCc2cc3c(c4c2C1Cc1ccccc1-4)OCO3 (configuration not stated),0%,i,-10,-17,?,2%,5%,-2.4
CC1CCSP(=O)(Oc2ccccc2)O1 (configuration not stated),1%,i,4,-3,i,1%,14%,1.9
NC(N)=N/N=C/c1cn(-c2ccccc2)nc1-c1cccs1,-2%,i,37,3,i,12%,6%,2.5
O=c1c2ccccc2nc(/C=C/c2ccccn2)n1-c1ccccc1,0%,i,22,2,-25%,1%,10%,-1.8
Clc1ccc(-c2nc3ccc(Cl)cn3c2CN2CCCCC2)cc1,-1%,i,5,1,-7%,?,8%,-2.2
COC(=O)C1C2CC[C@@H](CC1OC(=O)c1ccccc1)N2 (some centres not stated),0%,i,19,41*,i,2%,4%,-3.3
COC(=O)C1=C(c2cc3ccccc3s2)C[C@@H]2CC[C@H]1N2C(=O)NCC1CC1,.,i,21,14,-42%[inhibitor],2%,11%,2.0
Clc1ccccc1CN1CCNCC1,1%,i,-5,-4,i,17%,0%,-2.3
Nc1c2c(nc3sc4c(c13)CCCC4)CCCCC2,-2%,i,-6,-13,-31%[inhibitor][57.5 µM],-1%,5%,0.0
CN(C)P(=O)(CCl)Nc1ccccc1 (configuration not stated),-1%,i,1,-4,i,13%,9%,0.8
CCOC(=O)c1c(N)n(CCN2CCOCC2)c2nc3ccccc3nc12,-1%,i,7,9,i,-3%,8%,-1.5
Cc1ccc(Cl)cc1N1CCN(CCN)CC1,0%,i,?,-23,-19%,15%,9%,-0.7
CP(C)(=O)CCC(=O)O,1%,i,5,-13,-1%,-7%,15%,0.8
COC(=O)c1c(C)n(Cc2ccccc2)c2ccc(O)cc12,0%,i,9,2,-10%,-15%,11%,-2.6
Cc1ccc2[nH]c(=S)n(-c3cccnc3)c(=O)c2c1,0%,i,7,5,i,0%,7%,3.1
O=S(=O)(c1ccc(O)cc1)c1ccc(O)cc1,2%,i,-7,-2,9%,-13%,2%,-0.6
CCC1=C(C)C(N2CCOCC2)=NP(N2CCOCC2)(N2CCOCC2)=N1,-1%,i,-11,3,i,-2%,-4%,-0.5
CC1=NN(c2ccccc2)C(=O)C1/C=C1\C(=O)NC(=O)N(c2ccc(C)c(C)c2)C1=O (configuration not stated),-2%,i,14,3,-17%,9%,3%,-2.1
O=C(CCCN1CCC(n2c(=O)[nH]c3ccccc32)CC1)c1ccc(F)cc1,-2%,i,-103*,-45&-17,-70%[inhibitor],1%,1%,-1.6
CCOC(=O)[C@]12Cc3cc(OC)ccc3[C@H]1N(C)C(=O)c1cc(OC)ccc12,.,i,16,1,-89%[inhibitor],-12%,3%,-1.7
Cc1ccc(NC(=O)CCNC(=O)N2C[C@H]3C[C@@H](C2)c2cccc(=O)n2C3)c(C)c1,-3%,i,4,22,-4%,16%,9%,0.7
COC(=O)CC(NC(=S)N1CC2C[C@@H](C1)Cn1c2cccc1=O)C(=O)OC (some centres not stated),-3%,i,6,-5,-19%,3%,-4%,-0.2
CC(C)=CCC12CN3CCN(CC(C3)C1=O)C2,0%,i,0,7,i,19%,6%,2.0
